Screening results from PubChem.
aGlu spleen mod: lysosomal alpha-glucosidase (human) modulation; P10253; human spleen homogenate, 4-MU-alpha-glucoside fluorescence; Potency, µM (series often up to 79.9 µM), for inactives: at the highest dose activity change, negative = inhibition, hits mostly inhibitors; hit rate 0.006% among 240,000; AID 2112;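 note: 0% = enzyme with vehicle and -100% = no enzyme basal signal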
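Compounds were titrated against alpha-glucosidase in spleen homogenate at pH 5.0, with 1 mM 4-methylumbelliferyl substrate for 40 min at 37 C. Reactions were quenched with pH 10 NaOH/glycine and fluorescence measured.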
ALDH1A1 inh: blocks purified human ALDH1A1 activity; P00352; Purified ALDH1A1, NADH fluorescence, propionaldehyde substrate; Potency, µM (titrated, usually from 75.3 µM), inactives show top-dose activity, negative = inhibition, actives largely listed as inhibitors; hit rate 7.3% among 220,000; AID 1030; active = well fitted inhibition curve with a large enough effect, not every such curve was filed as active; inconclusive = small, poorly fitted or top-dose-only effect, or another doubt; inactive = no such curve, though single readings can be large or run the other way;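 note: plate controls were no enzyme wells and a reference inhibitor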
Tau fluor counter: counter-screen for tau fibril formation inhibitors; tau K18 P301L (four-repeat tau fragment) Alexa594 fluorescence, heparin fibrillization; hit rate 0.93% among 280,000; Potency, µM (top dose mostly 57.7 µM), without a hit: top-dose activity change, negative = decrease; note: % is set by controls: 0 for no effect and ±100 for the full control effect; nearly all actives have a fitted effect of over 55% in size
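Human K18 P301L tau (15 uM unlabeled plus 0.24 uM Alexa 594-labeled, final) in 100 mM sodium acetate pH 7 was mixed with compound and 20 uM heparin and incubated 6 hr at 37 C.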
GLA spleen mod: alpha-galactosidase A (human) modulation | P06280 | human spleen homogenate, 4MU-alpha-Gal fluorescence, 40 min | Potency, µM (highest dose often 80 µM), for inactives: at the highest dose activity change, negative = inhibition, hits mostly inhibitors | hit rate 0.008% among 240,000 | AID 2107;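 note: 0% = enzyme with vehicle and -100% = no enzyme basal signal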
Target sequence (P06280 32-429 limits assumed): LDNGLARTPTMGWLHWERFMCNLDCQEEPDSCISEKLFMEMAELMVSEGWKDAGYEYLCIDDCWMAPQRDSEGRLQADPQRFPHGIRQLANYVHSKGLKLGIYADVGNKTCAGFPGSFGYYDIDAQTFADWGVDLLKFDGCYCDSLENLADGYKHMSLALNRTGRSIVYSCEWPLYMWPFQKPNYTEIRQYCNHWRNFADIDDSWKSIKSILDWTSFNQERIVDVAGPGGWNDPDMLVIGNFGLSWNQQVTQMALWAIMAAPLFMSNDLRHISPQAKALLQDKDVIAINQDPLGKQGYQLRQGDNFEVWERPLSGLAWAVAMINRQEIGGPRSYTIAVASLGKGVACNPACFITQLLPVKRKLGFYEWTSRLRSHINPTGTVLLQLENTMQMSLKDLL
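Fluorogenic readout (Ex 365/Em 440 nm) of 4-methylumbelliferone released from 1 mM 4-MU-alpha-galactoside by spleen homogenate, 40 min at 37C, pH 5.0. Data normalized to no-enzyme and enzyme controls; Hill-equation AC50 from compound titrations.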
GAA glycogen: GAA glycogen-cleavage inhibition or activation. recombinant GAA, glycogen substrate, Amplex Red glucose oxidase fluorescence. Potency, µM (series often up to 76.4 µM), inactives show top-dose activity change, negative = inhibition, most hits filed as inhibitors. hit rate 0.38% among 300,000. AID 2100;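 note: 0% = full enzyme reaction and -100% = no-enzyme basal signal; the screen sought inhibitors and activators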
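Recombinant enzyme (4 nM final) with compounds titrated up to 77 uM and bovine liver glycogen (30 ug) in citrate pH 5.0, 0.01% Tween-20, 37 C 40 min. Released glucose detected by Amplex Red/glucose oxidase (Ex 573/Em 610); AC50 from Hill fits.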
GAA inhib: alpha-glucosidase (human) inhibition | P10253 | hit rate 0.005% among 200,000 | purified human GAA, 4-MU-alpha-glucoside fluorescence | Potency, µM (titrated, usually from 76.9 µM), inactives show at the highest dose activity change, negative = inhibition, hits mostly inhibitors;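 note: plate controls were uninhibited enzyme wells for no effect and no-enzyme background for full effect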
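Endpoint fluorogenic read: 20 min room-temperature reaction of 4 nM human alpha-glucosidase with 400 uM 4-methylumbelliferyl-alpha-D-pyranoside, pH 5.0, quenched with 1M NaOH/1M glycine pH 10. AC50 from Hill modeling.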
NPSR antagonist: neuropeptide S receptor (human) antagonism, cAMP; Q6W5P4; CHO-NPSR cells, cAMP TR-FRET, antagonist mode; Potency, µM (series often up to 38.3 µM), without a hit: at the highest dose activity change, negative = inhibition, actives largely listed as inhibitors; hit rate 1% among 220,000; AID 1461; note: % is set by controls: 0 for no effect and ±100 for the full control effect; nearly all actives have a fitted effect of over 50% in size; many of its hits are not listed in these tables
Target sequence (Q6W5P4 whole entry, looked up): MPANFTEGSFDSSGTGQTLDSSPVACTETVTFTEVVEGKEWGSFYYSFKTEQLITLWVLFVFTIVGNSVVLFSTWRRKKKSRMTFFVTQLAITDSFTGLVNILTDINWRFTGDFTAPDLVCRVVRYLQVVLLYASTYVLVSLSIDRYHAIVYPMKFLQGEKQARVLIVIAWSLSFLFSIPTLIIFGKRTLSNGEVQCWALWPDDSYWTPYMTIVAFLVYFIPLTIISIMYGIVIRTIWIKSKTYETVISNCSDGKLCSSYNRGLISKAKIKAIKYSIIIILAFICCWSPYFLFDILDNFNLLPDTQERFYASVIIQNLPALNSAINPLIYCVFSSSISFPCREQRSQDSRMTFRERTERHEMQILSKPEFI
Epigenetic reg: regulators of epigenetic silencing causing reporter derepression in mouse cells. murine LDR cells, GFP reporter derepression, 30 h. Potency, µM (doses to about 53.9 µM), inactives show at the top dose GFP activation, usual class: activators. hit rate 0.2% among 280,000; note: % of control where 0% means no effect; nearly all actives have a fitted effect of over 60% in size
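Readout is the number of GFP-expressing murine LDR cells, counted by cytometry following washing. Cells were treated with compound for 30 h at 37 C; the stably integrated CMV-GFP locus is normally silent.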
Numbers without * were called inactive; ? = inconclusive; · = no result given; [ ] = remark or other dose. Unless noted, calls come from the whole dose curve; as a rule, active = well fitted curve in the direction sought with a large enough effect; inconclusive = small, poorly fitted or top-dose-only effect, or another doubt; inactive = no such curve, though single readings can be large; an effect the other way counts as inactive or inconclusive. Potency is the fitted concentration of half-maximal effect.

Value order: aGlu spleen mod	ALDH1A1 inh	Tau fluor counter	GLA spleen mod	GAA glycogen	GAA inhib	NPSR antagonist	Epigenetic reg
- Cc1nn(C)c(C)c1S(=O)(=O)N1CCCC(C(=O)NC2CCCCCC2)C1 (stereo unspecified)
    -3%	13%	-5%	-2%	6%	-7%	6%	-1.0%
- O=C(Nc1nnc(-c2cccnc2)s1)c1cccs1
    -2%	·	-13%	2%	1%	·	-16%	0.0%
- Cc1ccc(NC(=O)c2ccc(CSc3ncnc4nc[nH]c34)cc2)c(C)c1
    -3%	8%	1%	4%	18%	2%	-14%[46.1 µM]	-1.5%
- CCCOc1ccc(C(=O)c2ccccc2C(=O)O)cc1OCCC
    3%	·	-11%	-10%	-3%	·	20%	-1.0%
- COc1ccc2c(c1)S/C(=C\C(=O)c1ccncc1)N2C
    -1%	14µM*	1%	3%	-9%	2%	-29%[46.1 µM]	4.5%
- Cc1cc(/C=C(\C#N)C(=O)OCC#N)c(C)n1CC(C)C
    -10%	25µM*	-13%	-13%	7%	4%	3%	1.2%
- Cn1nc(OCC(=O)O)cc1C(F)(F)F
    -4%	13%	4%	-3%	10%	0%	-5%	1.9%
- Cc1ccc(S(=O)(=O)NC(=O)c2cc(C)n(-c3ccccc3)c2C)cc1
    1%	10%	0%	-3%	13%	4%	-8%[46.1 µM]	0.1%
- CCOC(=O)C1=C(C)OC(N)=C(C#N)C1c1c(C)nn(-c2ccccc2)c1Cl (stereo unspecified)
    4%	-3%	-13%	1%	-3%	-2%	-16%[46.1 µM]	0.0%
- Cc1nn(-c2ccc(Cl)cc2)c(=O)c2ccccc12
    6%	5%	2%	9%	-2%	?	-33%	-1.3%
- CC(C)(C)C(=O)Nc1ccc(N=Nc2ccccc2)cc1
    -1%	-2%	15%[2.34 µM]	-3%	1%	?	-14%	-0.1%
- CCOC(=O)Cc1csc(NC(=O)CSc2nnc(C(C)C)n2C)n1
    -1%	0%	-4%	-3%	3%	-8%	2%[46.1 µM]	-2.1%
- COc1ccc(NC(=O)Nc2ccc(Br)c(C)c2)cc1
    3%	3%	?	1%	-1%	-3%	8%	-0.1%
- Cc1ccc(-c2nnc(Nc3ccc(CC(N)=O)cc3)c3ccccc23)cc1S(=O)(=O)NCC1CCCO1 (stereo unspecified)
    -3%	·	-18%	1%	-3%	·	-18%	0.1%
- CC1CCN(CC(CS(=O)(=O)c2ccc([N+](=O)[O-])cc2)N2CCC(C)CC2)CC1 (stereo unspecified)
    1%	·	?	-3%	1%	·	?	0.1%
- O=C(CN1C(=O)CC(c2ccco2)Sc2ccccc21)NCc1ccc2c(c1)OCO2 (stereo unspecified)
    -5%	?	-9%	1%	4%	-3%	-17%[46.1 µM]	-0.9%
- CCOc1cc(/C=N/NC(=O)c2cccnc2)ccc1OCC(=O)N(C)C
    1%	2%	-8%	4%	-7%	-5%	17%	-1.8%
- O=C(CCCN1C(=O)/C(=C\c2cccs2)SC1=S)Nc1ccccn1
    -18%	-3%	?	-10%	-1%	-15%	-32%	5.3%
- Cn1c(SCC(N)=O)nnc1-c1ccccc1
    0%	12%	-4%	-4%	2%	10%	1%[46.1 µM]	-1.0%
- CC1CCCCN1C(=O)c1cc(Cl)ccc1[N+](=O)[O-] (stereo unspecified)
    -1%	8%	2%	0%	8%	-1%	10%	-1.8%

2 successive compounds already listed, quoted:
Value order: aGlu spleen mod	ALDH1A1 inh	Tau fluor counter	GLA spleen mod	GAA glycogen	GAA inhib	NPSR antagonist	Epigenetic reg
- CC1CCN(CC(CS(=O)(=O)c2ccc([N+](=O)[O-])cc2)N2CCC(C)CC2)CC1 (stereo unspecified)
    1%	·	?	-3%	1%	·	?	0.1%
- O=C(CN1C(=O)CC(c2ccco2)Sc2ccccc21)NCc1ccc2c(c1)OCO2 (stereo unspecified)
    -5%	?	-9%	1%	4%	-3%	-17%[46.1 µM]	-0.9%

Next structures follow.
Value order: aGlu spleen mod	ALDH1A1 inh	Tau fluor counter	GLA spleen mod	GAA glycogen	GAA inhib	NPSR antagonist	Epigenetic reg
- COc1ccccc1OCc1ccc(C(=O)N2CCN(C)CC2)o1
    0%	0%	7%	7%	-1%	-3%	4%	8.6%
- O=C(NN=C1CCCC1)c1sc2ccccc2c1Cl
    -2%	16µM*	3%	-2%	?	-13%	16%	0.1%
- COc1cc(OC)c(-n2cc(-c3ccc(Cl)cc3)[nH]c2=O)cc1Cl
    -4%	?	-10%	-3%	-2%	-3%	-2%	-1.1%
- CN(c1ccc(C(=O)NCCSCc2ccco2)cc1)S(C)(=O)=O
    7%	2.5µM*	-6%	7%	-13%	-4%	-11%[46.1 µM]	-2.1%
- c1ccc2c(c1)[nH]c1nc(SCCN3CCOCC3)nnc12
    -4%	?	2%	-4%	3%	-7%	-3%[46.1 µM]	0.0%
- CN1CCc2c(sc3nc(NN)n(Cc4ccccc4)c(=O)c23)C1
    -10%	32µM*	?	-5%	11%	-12%	-10%	-0.7%
- CCc1c(C)sc(NC(=O)CCc2ccc(OC)cc2)c1C(N)=O
    4%	-1%	-1%	-1%	2%	3%	-9%[46.1 µM]	-2.0%
- COc1ccccc1NC(=O)C(C/C=C(\C)Cl)C(C)=O (stereo unspecified)
    0%	9%	-4%	-9%	3%	5%	-12%[46.1 µM]	-1.1%
- Cn1nnc(NC(=S)NC(=O)Cc2ccccc2)n1
    2%	?	-3%	3%	?	-15%	12%	0.1%
- CSc1ncc(Cl)c(C(=O)NCc2ccc3c(c2)OCO3)n1
    -6%	5%	1%	-6%	7%	-12%	-13%[46.1 µM]	1.2%
- O=C(c1cc2cc([N+](=O)[O-])ccc2oc1=O)n1cccn1
    -12%	9%	8%	-6%	9%	4%	-20%	-1.8%
- O=c1c2ccccc2ncn1-c1ccc2c(c1)OCCO2
    6%	11%	-2%	13%	5%	7%	0%[46.1 µM]	3.4%
- CC1Cc2ccccc2N1C(=O)C12CCC(C)(C(=O)C1)C2(C)C (stereo unspecified)
    -14%	5%	-5%	-22%	-5%	-5%	-12%[46.1 µM]	-0.8%
- CC(C)(C)NC(=S)NNC(=O)c1ccc2ncccc2c1
    2%	?	-6%	-11%	?	9%	-6%	3.6%
- Cn1c(=O)n(C)c2cc(/C=N/N=C3/NC(=O)C(CC(=O)O)S3)ccc21 (stereo unspecified)
    -5%	0%	0%	-7%	-3%	-3%	13%	1.0%
- CCNC(=S)N(Cc1ccco1)Cc1cc2cc(OCC)ccc2[nH]c1=O
    1%	?	-15%	-1%	2%	?	-28%	-0.9%
- CCOCCCNC(=O)c1ccc(N(C)S(=O)(=O)c2ccc(OC)cc2)cc1
    5%	-11%	-5%	19%	3%	-2%	-15%[46.1 µM]	1.6%
- CCOc1ccccc1Nc1ncnc2c1cnn2-c1ccccc1
    -12%	5%	-22%	-1%	-16%	-3%	?	0.0%
- COc1ccc(N(C(=O)c2ccco2)C(C(=O)NC2CCCC2)c2cccs2)cc1 (stereo unspecified)
    4%	7%	-7%	4%	11%	11%	46%	2.4%
- CN(C)CCCN(C(=O)c1sc2ccccc2c1Cl)c1nc2c(F)cccc2s1
    -3%	-5%	-15%	6%	-1%	-2%	27%[46.1 µM]	1.1%
- O=C(c1ccc(F)cc1)c1cc2ccccc2o1
    1%	-2%	-8%	-9%	7%	5%	7%[46.1 µM]	-7.3%
- CCS(=O)(=O)c1c([N+](=O)[O-])ncn1C
    0%	-2%	-24%	-5%	1%	-1%	7%	-1.9%
- NC1=NC[C@H](CC2CCCCC2)N1CCc1cc(C(F)(F)F)cc(C(F)(F)F)c1
    -7%	·	-7%	-9%	-3%	·	10µM*	-0.7%
- O=C(C1CCN(S(=O)(=O)c2cccs2)CC1)N1CCN(c2ccccc2)CC1
    -5%	-5%	-2%	3%	1%	-1%	-14%[46.1 µM]	-4.6%
- Cc1ccc(NC(=O)CCSc2nnc(Cc3ccccc3)o2)cc1
    7%	6%	-12%	3%	-3%	2%	6%	-1.2%
- COc1ccccc1CNc1ccc(N2CCOCC2)c(C(=O)O)c1
    7%	1%	-7%	-3%	?	-2%	-5%[46.1 µM]	-0.9%
- O=C(c1ccco1)N1CCN(S(=O)(=O)c2ccc3c(c2)CCN3C(=O)C2CC2)CC1
    -7%	?	1%	0%	-11%	·	-9%[46.1 µM]	2.6%
- Cc1ccc(NC(=O)CS(=O)CC(=O)NCCCN(C)c2ccccc2)cc1 (stereo unspecified)
    -1%	-5%	-19%	4%	-13%	1%	-15%[46.1 µM]	-0.1%
- COC(=O)C1=C(C(=O)OC)[C@@H]2N(C)c3ccc(OC)cc3[C@@]23C[C@@H](C(=O)OC)N(S(=O)(=O)c2ccc(C)cc2)C3=N1
    0%[17.4 µM]	-10%[13.5 µM]	-8%[11.6 µM]	-11%[17.5 µM]	·	·	·	·
- COC(=O)CN(n1cnnc1)S(=O)(=O)c1ccc(C)cc1
    -1%	-7%	2%	1%	0%	-3%	14%[46.1 µM]	1.0%
- CN(C(=S)NC(=O)c1ccccc1Br)C1CCCCC1
    -1%	-3%	-11%	3%	-10%	-11%	-12%[46.1 µM]	0.0%
- CN(Cc1ccccc1)C(=O)c1ccccc1NC(=O)c1ccco1
    6%	-5%	4%	14%	?	7%	-4%[46.1 µM]	-1.0%
- COc1ccc(CCNC(=O)C2CCCN(c3ncccn3)C2)cc1 (stereo unspecified)
    -2%	?	-5%	-7%	-25%	-3%	2%	0.0%
- Cc1csc(NC(=O)c2cc3c(C)nn(Cc4ccccc4Cl)c3s2)n1
    -5%	?	?	-2%	-3%	3%	-26%	-1.3%
- O=S(=O)(/N=C(/Sc1ccccc1)c1ccccc1)c1ccccc1
    2%	11%	-10%	8%	-1%	-11%	?	-2.3%
- Cc1cc(=O)oc(C)c1C(=O)OC(C(=O)c1ccccc1)c1ccccc1 (stereo unspecified)
    -4%	?	-6%	-8%	-7%	-1%	-21%	1.3%
- Cc1nn2c(nc1=O)SCC(c1ccccc1)=N2
    -7%	-5%	-18%	6%	3%	6%	16%[46.1 µM]	0.0%

Only part of the results is shown. The share of hits here may be higher or lower than overall.
